Pf Dd2 inh: inhibitors of Plasmodium falciparum Dd2 growth; P. falciparum Dd2 growth, SYBR Green, 72 h; active compounds read low; activity change, % at 10 µM; 2.3% of 94,000 active; AID 1159554; in the data active means activity change below about -80%; inconclusive means no clear call, values can overlap the other calls
GASC1 inh: inhibitors of human demethylase GASC-1 KDM4C. Q9H3R0. GST-KDM4C 2-372, H3K9me3 peptide, LANCE TR-FRET. inhibition, % at 12.5 µM. AID 720574. 0.15% of 96,000 active;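 active means mean replicate inhibition above about 25%, with at least 55% of replicates also reaching it, limit read from the data, passing the limit was not always enough; inconclusive means only one of those two conditions met; inactive means neither condition met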
Target sequence (Q9H3R0 2-372 limits assumed): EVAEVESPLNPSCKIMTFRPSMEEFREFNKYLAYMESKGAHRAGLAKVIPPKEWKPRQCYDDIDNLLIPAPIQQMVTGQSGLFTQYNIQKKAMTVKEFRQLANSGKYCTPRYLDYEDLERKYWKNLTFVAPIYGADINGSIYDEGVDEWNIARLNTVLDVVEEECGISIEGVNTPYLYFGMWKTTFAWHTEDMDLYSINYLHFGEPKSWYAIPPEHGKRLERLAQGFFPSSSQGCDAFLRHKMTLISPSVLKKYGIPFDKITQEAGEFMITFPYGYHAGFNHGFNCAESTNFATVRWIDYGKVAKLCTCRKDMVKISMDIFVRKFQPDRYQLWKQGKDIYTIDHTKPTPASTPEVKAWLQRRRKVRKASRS
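Compound: one test concentration per compound; Material: GST-GASC-1 enzyme fragment 2-372; Amount: GASC-1 enzyme at 10 nM final in reaction; Also added: H3K9me3 peptide substrate, Fe(II), 2-oxoglutarate; Technique: LANCE TR-FRET; Times: 30 min demethylation and 1 h detection at room temperature.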
T cruzi growth: T. cruzi proliferation inhibition; T. cruzi beta-gal in NIH3T3, GalScreen luminescence, 90 h; inhibition, % at 8.34 µM; 5.9% of 77,000 active;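 active means mean inhibition above about 93%, with at least 55% of replicates each passing it, limit read from the data, passing the limit was not always enough; inconclusive means only one of those two conditions holds; inactive means neither condition holds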
C diff growth: blocks growth of Clostridium difficile; growth activity, negative = inhibition, % at 16 µg/mL (by protocol); Clostridium difficile clinical isolate growth, OD600, 24 h; active compounds read low; 0.25% of 86,000 active;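 active means mean growth activity at or below -80% and every replicate also at or below -80%; inconclusive means mean at or below -80% but some replicate above -80%; inactive means mean growth activity above -80%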;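 further: 0% = DMSO wells and -100% = levofloxacin 16 µg/mL wells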
Starred values were filed as active, the others as inactive; ? = inconclusive; / = not tested or not shown; & = joins results of further samples.

item	SMILES	Pf Dd2 inh	GASC1 inh	T cruzi growth	C diff growth
1	COc1ccc(S(=O)(=O)Nc2ccc3c(c2)C(=O)N([C@@H](C)CO)C[C@@H](C)[C@@H](CN(C)Cc2ccccc2)OCCCC[C@@H](C)O3)cc1	-43	-0.5	27	1
2	C[C@@H]1CCCCO[C@@H](CN(C)S(=O)(=O)c2ccc(F)cc2)[C@@H](C)CN([C@H](C)CO)C(=O)c2cc(NC(=O)Cc3ccccc3)ccc2O1	-58	-1.3	33	0
3	COc1cccc(S(=O)(=O)N[C@@H]2CC[C@@H](CCn3cc(-c4ccc(F)cc4)nn3)O[C@H]2CO)c1	-40	-1.5	3	1
4	C[C@@H]1CCCCO[C@H](CN(C)C(=O)CCCN(C)C)[C@H](C)CN([C@@H](C)CO)C(=O)c2cc(NS(=O)(=O)c3ccccc3)ccc2O1	41	0.5	39	4
5	COc1cccc(S(=O)(=O)N2CC[C@@H]3[C@H]2c2cc(C#Cc4cccnc4)ccc2N(C)[C@H]3CO)c1	-50	-0.3	77	5
6	C[C@H]1CN([C@@H](C)CO)C(=O)c2cc(C#CC3CC3)cnc2O[C@H]1CN(C)Cc1ccccc1C(=O)O	4	0.7	47	0
7	C[C@@H]1CN([C@H](C)CO)C(=O)c2cc(-c3ccc(C(=O)N(C)C)cc3)cnc2O[C@H]1CN(C)C(=O)CN(C)C	39	5.9	9	-3
8	C[C@@H]1CN([C@@H](C)CO)C(=O)c2cccc(NS(=O)(=O)c3ccccc3)c2O[C@H]1CN(C)Cc1ccccc1	-6	1.6	41	0
9	C[C@@H]1CN([C@H](C)CO)C(=O)Cc2cc(NC(=O)Nc3cccc4ccccc34)ccc2O[C@@H]1CN(C)C(=O)Nc1ccc(C(F)(F)F)cc1	0	-1.8	56	-1
10	O=C(C[C@@H]1CC[C@@H]2[C@H](COC[C@H](O)CN2Cc2ccccc2)O1)N1CCOCC1	11	-1.6	-15	3&-9
11	Cc1ccc(S(=O)(=O)Nc2ccc3c(c2)C(=O)N([C@@H](C)CO)C[C@@H](C)[C@H](CN(C)S(=O)(=O)c2ccccc2)OCCCC[C@H](C)O3)cc1	-27	-0.4	57	1
12	CNC[C@@H]1Oc2ccc(NC(=O)CCN3CCOCC3)cc2C(=O)N([C@@H](C)CO)C[C@H]1C	13	5.0	0	1
13	CO[C@H]1CN(C)C(=O)c2cc(NC(=O)c3cc(C)on3)ccc2OC[C@H](C)NC[C@@H]1C	-9	0.2	-6	/
14	CCC(=O)N(C)C[C@H]1Oc2cc(/C=C/c3ccccc3)ccc2S(=O)(=O)N([C@H](C)CO)C[C@H]1C	-21	14	80	-4
15	CC(=O)NC[C@@H]1[C@H](c2ccc(C3=CCCCC3)cc2)[C@H](CO)N1C(=O)NC(C)C	2	3.8	23	-4
16	O=C(Nc1cccc(Cl)c1)N1[C@@H]2CNC[C@H]1C2c1ccc(-c2ccccc2)cc1 (some centres not stated)	14&-3	1.4&-2.2	/	40&-25
17	C[C@@H]1CCCCO[C@@H](CN(C)C)[C@@H](C)CN([C@H](C)CO)C(=O)c2cc(NS(=O)(=O)c3cn(C)cn3)ccc2O1	17	-3.3	-16	-3
18	COCC(=O)N[C@H]1CC[C@@H](CC(=O)NCc2ccc(Cl)cc2)O[C@@H]1CO	1	0.6	-39	4
19	O=C(C[C@@H]1C=C[C@H](NC(=O)c2cccnc2)[C@@H](CO)O1)NCc1ccc(Cl)c(Cl)c1	2	-0.4	4	/
20	C[C@@H]1CCCCO[C@H](CN(C)C(=O)Nc2ccc(F)cc2)[C@H](C)CN([C@@H](C)CO)C(=O)c2cc(NC(=O)Nc3cccc4ccccc34)ccc2O1	-39	-1.6	102*	-5
21	C[C@@H]1CN([C@@H](C)CO)C(=O)c2cccc(NC(=O)Nc3ccc(C(F)(F)F)cc3)c2O[C@@H]1CN(C)S(=O)(=O)c1ccc(F)cc1	-32	-2.0	80	-3
22	N#Cc1cccc(-c2ccc(C3[C@@H]4CN(S(=O)(=O)Cc5ccccc5)C[C@H]3N4)cc2)c1 (some centres not stated)	-27	-2.1	/	30
23	O=C(C[C@@H]1CC[C@@H](NC(=O)c2ccc(F)cc2)[C@H](CO)O1)NCc1ccncn1	-16	0.0	43	7
24	Cc1noc(C)c1NC(=O)Nc1ccc2c(c1)C(=O)N([C@@H](C)CO)C[C@@H](C)[C@@H](CN(C)C(=O)CCCN(C)C)OCCCC[C@@H](C)O2	42	1.5	45	3
25	CS(=O)(=O)N1CC(=O)N2[C@H](C1)[C@@H](c1ccc(C#Cc3cccc(F)c3)cc1)[C@@H]2CO	-9	-4.8	/	-6
26	CCCC#Cc1ccc([C@@H]2[C@H](C#N)N(C(=O)C3CCCC3)[C@H]2CO)cc1	-54	2.8	99*	21
27	COc1cccc(-c2cnc3c(c2)C(=O)N([C@H](C)CO)C[C@H](C)[C@@H](CN(C)Cc2cccnc2)O3)c1	0	1.3	-2	0
28	C[C@H](CO)N1C[C@H](C)[C@H](CN(C)S(C)(=O)=O)Oc2ncc(Br)cc2C1=O	34	0.4	25	-2
29	C[C@@H]1CN([C@@H](C)CO)C(=O)c2cc(NC(=O)Nc3ccc4c(c3)OCO4)ccc2O[C@H]1CN(C)Cc1ccc(-c2ccccc2)cc1	-27	-0.6	96*	12
30	CN(C)C(=O)c1ccc(-c2ccc3c(c2)[C@H]2[C@H](CCN2C(=O)C2CCCCC2)[C@H](CO)N3C)cc1	-73	7.5	/	-4
31	C[C@H](CO)N1C[C@H](C)[C@H](CN(C)S(=O)(=O)c2ccc(Cl)cc2)OCCCC[C@H](C)Oc2ccc(NC(=O)Nc3ccc4c(c3)OCO4)cc2C1=O	-69	-1.0	104*	3
32	C[C@@H]1CN([C@@H](C)CO)S(=O)(=O)c2ccc(-c3ccccc3)cc2O[C@@H]1CN(C)S(=O)(=O)c1ccccc1F	-37	-1.9	119*	0
33	C[C@H](CO)N1C[C@H](C)[C@H](CN(C)S(C)(=O)=O)OCCCC[C@H](C)Oc2ccc(NC(=O)c3ccncc3)cc2C1=O	34	2.5	28	/
34	Cc1noc(C)c1NC(=O)N[C@@H]1C=C[C@H](CC(=O)Nc2ccc(-c3ccccc3)cc2)O[C@H]1CO	5	1.0	13	/
35	C[C@@H]1CN([C@@H](C)CO)C(=O)c2cc(NC(=O)NC3CCCCC3)ccc2O[C@@H](C)CCCCO[C@@H]1CN(C)S(=O)(=O)c1ccc(F)cc1	-77	1.6	1	20
36	Cc1ccc(S(=O)(=O)N(C)C[C@@H]2Oc3ccc(NC(=O)Nc4ccc(C(F)(F)F)cc4)cc3CC(=O)N([C@H](C)CO)C[C@H]2C)cc1	18	-1.6	47	-9

Nothing new here: entries from further up.
item	SMILES	Pf Dd2 inh	GASC1 inh	T cruzi growth	C diff growth
18	COCC(=O)N[C@H]1CC[C@@H](CC(=O)NCc2ccc(Cl)cc2)O[C@@H]1CO	1	0.6	-39	4
19	O=C(C[C@@H]1C=C[C@H](NC(=O)c2cccnc2)[C@@H](CO)O1)NCc1ccc(Cl)c(Cl)c1	2	-0.4	4	/
20	C[C@@H]1CCCCO[C@H](CN(C)C(=O)Nc2ccc(F)cc2)[C@H](C)CN([C@@H](C)CO)C(=O)c2cc(NC(=O)Nc3cccc4ccccc34)ccc2O1	-39	-1.6	102*	-5
21	C[C@@H]1CN([C@@H](C)CO)C(=O)c2cccc(NC(=O)Nc3ccc(C(F)(F)F)cc3)c2O[C@@H]1CN(C)S(=O)(=O)c1ccc(F)cc1	-32	-2.0	80	-3
22	N#Cc1cccc(-c2ccc(C3[C@@H]4CN(S(=O)(=O)Cc5ccccc5)C[C@H]3N4)cc2)c1 (some centres not stated)	-27	-2.1	/	30
23	O=C(C[C@@H]1CC[C@@H](NC(=O)c2ccc(F)cc2)[C@H](CO)O1)NCc1ccncn1	-16	0.0	43	7
24	Cc1noc(C)c1NC(=O)Nc1ccc2c(c1)C(=O)N([C@@H](C)CO)C[C@@H](C)[C@@H](CN(C)C(=O)CCCN(C)C)OCCCC[C@@H](C)O2	42	1.5	45	3
25	CS(=O)(=O)N1CC(=O)N2[C@H](C1)[C@@H](c1ccc(C#Cc3cccc(F)c3)cc1)[C@@H]2CO	-9	-4.8	/	-6

Next entries follow.
item	SMILES	Pf Dd2 inh	GASC1 inh	T cruzi growth	C diff growth
37	O=C(C[C@H]1C=C[C@@H](NC(=O)Cc2cccnc2)[C@@H](CO)O1)Nc1ccc(-c2ccccc2)cc1	-2	1.2	/	5
38	CN(C)CC#Cc1ccc([C@@H]2[C@@H](CO)N3C(=O)CN(C(=O)c4ccccc4)C[C@H]23)cc1	23	3.9	/	11
39	CC(C)NC(=O)Nc1ccc2c(c1)CC(=O)N([C@H](C)CO)C[C@H](C)[C@H](CN(C)S(=O)(=O)c1ccc(Cl)cc1)O2	-14	-1.7	102*	-3
40	C[C@@H]1CN([C@@H](C)CO)S(=O)(=O)c2ccc(C#CC3CC3)cc2O[C@H]1CN(C)C(=O)c1ccncc1	-43	3.0	87	4
41	COc1ccc(NC(=O)Nc2ccc3c(c2)C(=O)N([C@H](C)CO)C[C@@H](C)[C@H](CN(C)C(=O)NC2CCCCC2)OCCCC[C@@H](C)O3)cc1	-54	0.5	100*	13
42	CN(C)CC(=O)N1[C@H](CO)[C@@H](c2ccc(-c3cccc(C(=O)N(C)C)c3)cc2)[C@@H]1C#N	4	0.5	61	-6
43	CNC[C@H]1Oc2c(NC(=O)c3cnccn3)cccc2C(=O)N([C@H](C)CO)C[C@@H]1C	38	-0.1	27	2
44	COc1cccc(NC(=O)N[C@@H]2CC[C@H](CC(=O)N3CCCCC3)O[C@H]2CO)c1	27	3.1	17	/
45	O=C(c1cccnc1)N1C[C@@H]2[C@H](c3ccccc31)[C@@H](CO)N2C(=O)Nc1ccc(F)cc1	6	4.5	6	5
46	C[C@@H]1CN([C@H](C)CO)C(=O)c2cccc(NC(=O)C3CC3)c2O[C@H]1CN(C)C(=O)Nc1ccccc1	24	0.0	55	-4
47	C[C@H](CO)N1C[C@H](C)[C@H](CN(C)S(=O)(=O)c2ccc(F)cc2)Oc2ncc(-c3ccccc3)cc2C1=O	-30	-1.5	31	/
48	CCCC(=O)Nc1ccc2c(c1)OC[C@@H](C)N(Cc1ccc(F)cc1)C[C@@H](C)[C@@H](OC)CN(C)C2=O	22	1.0	?	/
49	C[C@@H]1CN([C@@H](C)CO)S(=O)(=O)c2ccc(-c3ccccc3)cc2O[C@H]1CN(C)Cc1ccccc1C(=O)O	-9	/	-147	1
50	Cc1noc(C)c1NC(=O)N(C)C[C@@H]1Oc2ccc(NC(=O)c3ccncc3)cc2C(=O)N([C@@H](C)CO)C[C@H]1C	30	-1.6	-9	1
51	C[C@@H]1CN([C@H](C)CO)C(=O)CCCn2nncc2CO[C@H]1CN(C)C(=O)Nc1ccc(C(F)(F)F)cc1	-17	-0.5	22	/
52	COc1ccc2c3c(n(C)c2c1)[C@@H](CO)N(C(=O)c1ccc(F)cc1)CC31CCN(C(=O)c2ccc(F)cc2)CC1	-86*	-0.2	/	6
53	CN1[C@@H]2c3ccc(C4=CCCCC4)c(=O)n3C[C@H]1[C@H](CO)[C@H]2C(=O)NCc1ccc(F)cc1	9	-1.2	66	5
54	Cc1ccccc1S(=O)(=O)NCC[C@@H]1CC[C@@H](NC(=O)C2CCC2)[C@@H](CO)O1	2	-1.9	/	-1
55	Cc1noc(C)c1S(=O)(=O)Nc1ccc2c(c1)C(=O)N([C@@H](C)CO)C[C@H](C)[C@H](CN(C)S(=O)(=O)c1c(C)noc1C)O2	1	-3.3	19	/
56	CCC(=O)Nc1ccc2c(c1)OC[C@@H](C)N(CCc1ccccc1)C[C@H](C)[C@H](OC)CN(C)C2=O	-32	1.7	/	-5
57	CCCN(C)C[C@H]1Oc2cc(C#C[C@H](C)O)ccc2S(=O)(=O)N([C@@H](C)CO)C[C@H]1C	-31	1.2	2	-1
58	CO[C@@H]1CN(C)C(=O)c2cc(NC(=O)NC(C)C)ccc2OC[C@@H](C)N(Cc2ccccn2)C[C@H]1C	27	-0.4	-35	/
59	COc1ccc(C#Cc2ccc([C@H]3[C@@H](CO)N4CCCCN(C(=O)Nc5ccccc5)C[C@@H]34)cc2)cc1	-32	-2.9	125*	-6
60	O=C(C1CCC1)N1CC(=O)N2[C@@H](CO)[C@H](c3ccc(C#CCc4ccccc4)cc3)[C@@H]2C1	1	0.3	/	-6
61	C[C@H]1CN([C@@H](C)CO)C(=O)c2cc(NC(=O)C3CCCCC3)ccc2O[C@@H]1CN(C)C(=O)NC1CCCCC1	11	-0.9	-46	7
62	COc1cccc(S(=O)(=O)Nc2ccc3c(c2)OC[C@H](C)N(Cc2ccccc2F)C[C@@H](C)[C@@H](OC)CN(C)C3=O)c1	-37	0.5	38	/
63	CCCNC(=O)Nc1ccc2c(c1)OC[C@H](C)N(C(=O)C1CCC1)C[C@@H](C)[C@H](OC)CN(C)C2=O	/	-0.5	35	/

Screens deposited in PubChem BioAssay by Broad Institute.

Outcome played no part in choosing rows. Share with any hit: about 7.3%.
